# Compound activity from PubChem.
# SIAE primary: human SIAE inhibitors, primary screen, biochemical, fluorescence polarization, FP-Rh probe, 1536-well HTS; actives 0.69% (n = 370,000); SIAE FP-Rh probe binding; inhibition, % at 9.66 µM;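 active = inhibition above a cutoff: mean of compounds within the control limits plus 3 SD of those, cut at about 17% in these data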;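 note: 0% = plate median of compound wells and 100% = probe without SIAE protein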
# Target sequence (Q9HAT2 whole entry, looked up): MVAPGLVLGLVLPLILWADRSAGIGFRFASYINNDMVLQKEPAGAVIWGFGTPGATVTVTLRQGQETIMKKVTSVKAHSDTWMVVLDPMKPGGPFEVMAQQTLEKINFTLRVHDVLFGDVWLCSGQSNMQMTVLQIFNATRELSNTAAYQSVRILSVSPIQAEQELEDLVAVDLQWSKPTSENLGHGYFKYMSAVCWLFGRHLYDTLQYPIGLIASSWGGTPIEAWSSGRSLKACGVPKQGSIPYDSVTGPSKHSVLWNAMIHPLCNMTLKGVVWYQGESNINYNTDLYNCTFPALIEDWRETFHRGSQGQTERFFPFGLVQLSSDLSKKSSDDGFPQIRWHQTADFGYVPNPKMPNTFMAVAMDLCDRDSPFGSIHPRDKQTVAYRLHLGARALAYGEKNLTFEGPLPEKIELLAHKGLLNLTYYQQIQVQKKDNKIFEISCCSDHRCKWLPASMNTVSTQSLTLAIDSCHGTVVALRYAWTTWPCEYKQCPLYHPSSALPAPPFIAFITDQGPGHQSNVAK
# mABHD4 FP: ABHD4 inhibitors, primary screen, biochemical, fluorescence polarization, mouse. (Lyso)-N-acylphosphatidylethanolamine lipase (Mus musculus), Q8VD66. purified mABHD4, FP-Rh probe fluorescence polarization. inhibition, % at 8.92 µM. actives 0.54% (n = 370,000). AID 720543, 2013;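 active = inhibition exceeding the mean over every tested compound plus 3 SD, cut at about 30% in these data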;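 note: 0% = plate median of compound wells and 100% = S159A mutant with DMSO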
#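 Assay system: mouse ABHD4 enzyme, wild type / Also added: fluorescent activity-based probe FP-Rh / Doses: single nominal dose of 8.92 µM, 0.89% DMSO final / Timing: 45 min compound pre-incubation plus 60 min probe step, 25 °C / Signal: FP readout, ex 525 nm / em 598 nm / Control set: S159A mutant/DMSO as 100%, compound-well median as 0%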
# LEDGF integ inh: blockers of LEDGF/p75-dependent integrase strand transfer – biochemical, TR-FRET, high throughput, primary screen; HIV-1 integrase (with human LEDGF/p75); TR-FRET IN-LEDGF/p75 DNA integration, Eu/Cy5; inhibition, % at 3.7 µM; actives 0.64% (n = 370,000);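 active = inhibition above the screen-wide mean plus 3 SD, cut at about 13% in these data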;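 note: signal is the Cy5 over europium emission ratio at 671 and 618 nm; 0% = plate median of compound wells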
# MBD2 inh: inhibitors of MBD2 binding to methylated DNA, primary screen, biochemical, TR-FRET, DNA-binding domain, human | Methyl-CpG-binding domain protein 2 (Homo sapiens), Q9UBB5 | MBD2 binding to methylated oligonucleotide | inhibition, % at 4.4 µM | actives 0.31% (n = 370,000) | AID 686964, 2013; in the data active = inhibition above about 13%
# PRMT1 FP inh: PRMT1 methyltransferase inhibitors, primary screen, biochemical, fluorescence polarization; inhibition, % at 2.79 µM; Protein arginine N-methyltransferase 1 (Homo sapiens), Q99873; recombinant PRMT1, activity-based probe fluorescence polarization; actives 1.3% (n = 370,000); AID 652257, 2013;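 active = inhibition above about 21% made by adding two undisclosed values, limit read from the data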
# Target sequence (Q99873 whole entry, looked up): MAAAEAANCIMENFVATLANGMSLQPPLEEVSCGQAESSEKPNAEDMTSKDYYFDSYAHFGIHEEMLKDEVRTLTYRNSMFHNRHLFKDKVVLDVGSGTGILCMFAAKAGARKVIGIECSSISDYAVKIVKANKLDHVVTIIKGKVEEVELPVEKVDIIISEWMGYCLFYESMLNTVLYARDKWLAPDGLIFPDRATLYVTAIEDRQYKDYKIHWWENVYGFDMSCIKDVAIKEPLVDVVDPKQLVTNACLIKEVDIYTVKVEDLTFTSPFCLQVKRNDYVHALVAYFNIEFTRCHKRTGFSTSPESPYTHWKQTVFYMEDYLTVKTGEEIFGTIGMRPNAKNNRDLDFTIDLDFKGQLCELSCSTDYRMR
# TDP2 inh: human TDP2 enzyme inhibitors, primary screen, biochemical, epi absorbance, recombinant enzyme; actives 0.34% (n = 370,000); T5PNP hydrolysis, p-nitrophenol absorbance 415 nm; AID 720702, 2013; inhibition, % at 12.8 µM;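 active = inhibition above the mean of all tested compounds plus 3 SD, set per campaign, cut at about 25% in these data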;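 note: 0% = DMSO with enzyme and 100% = buffer with substrate but no TDP2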
#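 System – recombinant human TDP2 · Quantity – TDP2 enzyme at 120 nM final · Doses – single concentration, 12.8 µM nominal, with 1% DMSO · Incubation – 2 h at 37 °C · Measured by – epi absorbance of p-nitrophenol freed from T5PNP by hydrolysis · Read-out – % inhibition relative to enzyme-containing and enzyme-free wells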
# rCAG RNA binder: binders of r(CAG) RNA repeats, primary screen, biochemical, fluorescence | AID 651821, 2012 | actives 1.3% (n = 370,000) | inhibition, % at 3 µM | r(CAG) RNA repeat, TO-PRO-1 dye displacement fluorescence;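 active = inhibition above the plate cutoff, the mean of all test compounds on that plate plus 3 SD, cut at about 35% in these data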;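 note: 0% = DMSO alone and 100% = 100 µM mitoxantrone as full dye displacement; higher means more dye released from RNA so lower well fluorescence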
# GC-B act: human GC-B receptor activators, primary screen, HEK293 GC-B cells, cGMP TR-FRET, EC30 CNP; 0% at EC30 CNP, 100% saturating CNP; activation, % at 10 µM; Atrial natriuretic peptide receptor 2 (Homo sapiens), P20594; actives 0.11% (n = 370,000);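 active = activation at 10 µM reaching about 35% in either raw or pattern-adjusted values, limit read from the data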
# TCR CD3 inh: inhibitors of human TCR-CD3 interaction, primary screen, biochemical, fluorescence, TAMRA-labeled TCR probe; inhibition, % at 9.4 µM; actives 0.37% (n = 360,000); in the data active = inhibition above about 19%;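 note: recombinant mutant TCR 2C K166C tagged with TAMRA read by polarization; 0% = receptor in buffer alone and 100% = receptor with positive control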
# HTRA1 inh: HTRA1 serine protease inhibitors, primary screen, biochemical, fluorescence polarization, HTS | Q92743 | recombinant HTRA1, FP-rhodamine activity-based probe | inhibition, % at 5.96 µM | actives 0.5% (n = 340,000) | AID 504803, 2011; in the data active = inhibition above about 36%;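 note: 0% = enzyme with DMSO and 100% = wells lacking enzyme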
# Numbers without * were called inactive; · = no result given. A portion of the library; rates above refer to the full screens.
SMILES	SIAE primary	mABHD4 FP	LEDGF integ inh	MBD2 inh	PRMT1 FP inh	TDP2 inh	rCAG RNA binder	GC-B act	TCR CD3 inh	HTRA1 inh
CC(=O)Nc1nc2cc3c(cc2s1)OCO3	10	4	-5	1	-3	-6	3	-1	1	0
O=C1NC(c2ccccc2)=C(c2ccc3ccccc3n2)C(c2ccncc2)N1 (stereo unspecified)	-2	1	-6	0	0	1	-4	2	0	6
Cc1ccc2c(c1)N(C(=O)CCC(=O)N1CCN(c3ccccn3)CC1)CCO2	-2	2	-1	-5	6	0	-1	-5	2	-2
CC1Cc2cc(S(=O)(=O)CCC(=O)N3CCN(c4ccccc4)CC3)ccc2N1C(=O)C1CC1 (stereo unspecified)	9	-2	0	-3	-4	3	-2	-1	1	4
Cc1ccc(OCC(=O)NNC(=O)[C@@H]2CCCC[C@@H]2C(=O)O)c(Br)c1	4	0	-2	-6	3	23	-1	-2	2	-7
CCc1nccn1CCC(=O)NC1CC(C)(C)Cc2c1cnn2-c1ccc(OC)cc1 (stereo unspecified)	-10	-11	1	-8	-6	-14	-5	1	0	9
CCc1ccc(C(=O)OCC(=O)N(CCOC)c2c(N)n(Cc3ccccc3)c(=O)[nH]c2=O)cc1	-6	5	0	4	3	-7	-2	3	0	4
CCOC(=O)C1=CCC2c3c(c4ccccc4n3C)C(=O)C1N2C(=O)OC(C)(C)C (stereo unspecified)	10	1	-2	3	9	3	7	4	0	1
O=S1(=O)N=C(Nc2ccc(N3CCOCC3)cc2)c2ccccc21	-3	2	-1	-3	-2	-7	3	3	2	1
CCOc1cc(/C=C2\N=C(C)OC2=O)cc(Cl)c1OCC(=O)OC	-1	3	0	-3	-2	9	2	-3	-1	1
O=S(=O)(c1cc(Cl)ccc1Cl)n1cccn1	8	-1	1	-3	-4	-7	1	2	7	1
CCN(CC)S(=O)(=O)c1ccc(-c2nnc(SCC(=O)Nc3cc(OC)cc(OC)c3)o2)cc1	-1	-1	-2	2	0	9	1	-3	7	1
CC(=O)Nc1cccc(NC(=O)c2cc(-c3ccccn3)nc3ccc(Cl)cc23)c1	-7	0	2	1	1	12	6	-2	5	-3
O=C(NCCc1ccccc1Cl)c1ccc2nc3ccccc3c(=O)n2c1	1	-4	3	2	1	-2	5	2	-1	-17
CSCCC1NC2(C(=O)Nc3c2ccc(Cl)c3C)[C@@H]2C(=O)N(C3CCCC3)C(=O)[C@H]12 (stereo partly specified)	-5	-2	0	0	2	8	0	-3	10	-1
CC1CCCC(C)N1C(=S)NCc1ccco1 (stereo unspecified)	2	8	2	-2	2	-13	1	2	0	0
COCCn1c(SCC(=O)NCc2cccs2)nnc1-c1ccc(OC)cc1	8	-1	1	4	-2	6	-9	11	-8	0
O=C(Nc1ccc([N+](=O)[O-])cc1Cl)c1cccc([N+](=O)[O-])c1	-6	1	3	-1	-1	-7	1	3	4	6
Cc1onc(-c2ccccc2Cl)c1C(=O)OCN1C(=O)c2ccccc2C1=O	-4	-4	-3	-2	-3	-7	-5	-7	5	15
CC(O)c1nc2ccccc2n1CC(=O)Nc1ccc(F)cc1Cl (stereo unspecified)	-3	4	2	2	-4	3	1	3	4	0
Cc1ccc([C@H]2N[C@]3(CCCN(CC4CCCCC4)C3=O)[C@H]3C(=O)N(Cc4ccccc4)C(=O)[C@@H]23)cc1	5	-1	-3	-1	1	-4	2	5	0	-17
C#CCNC(=O)C1=C[C@@H](c2ccc(Br)cc2)[C@H](CCCO)[C@@H](OCC)O1	1	4	-1	-1	-1	-4	-5	-5	6	-4
O=C(CCN1CCc2ccccc2C1)Nc1ccccc1	-3	9	2	-6	-3	4	-2	-1	7	0
Nc1nnc(SCC(=O)OCC(=O)NC2CCCCC2)s1	0	-1	-2	-4	3	3	3	-1	8	-2
N/C(Cc1ccc(Cl)cc1Cl)=N\OC(=O)c1ccccc1	-2	-2	-1	-1	-2	0	-3	-1	5	-7
O=C1[C@H]2[C@@H](c3ccc(Cl)cc3)N3C(=O)N(c4cccc(F)c4)C(=O)[C@@]3(Cc3ccccc3)[C@H]2C(=O)N1C1CCCCC1	-11	3	-2	1	-1	12	11	-6	2	-21
CCCCN(C(=O)COC(=O)c1nc2nc(C)cc(C)n2n1)C1CCS(=O)(=O)C1 (stereo unspecified)	3	-2	5	-3	-3	7	3	3	5	8
COC(=O)C[C@H](NC(=O)Cn1cnc2c(OCc3ccccc3)ncnc21)C(=O)OC	0	10	-1	-4	0	2	-1	-7	3	3
O=C(Nc1ccc(F)cc1)Nn1cnnc1	-16	-6	-2	1	0	2	2	1	9	6
O=C(c1cccc(-n2cccc2)c1)N1CCN(S(=O)(=O)c2ccccc2)CC1	2	-5	7	28*	2	10	18	-4	11	-8

# The list continues.
SMILES	SIAE primary	mABHD4 FP	LEDGF integ inh	MBD2 inh	PRMT1 FP inh	TDP2 inh	rCAG RNA binder	GC-B act	TCR CD3 inh	HTRA1 inh
CC1(C(=O)NS(=O)(=O)c2cccc(Cl)c2)CCN1C(=O)c1cccc2ccccc12 (stereo unspecified)	-2	-4	-3	0	6	11	28	7	-7	·
CN(CC1COc2ccccc2O1)C(=S)Nc1ccccc1F (stereo unspecified)	-2	-2	0	-6	1	-3	0	0	5	-4
NC(=O)c1ccsc1NC(=O)CCS(=O)(=O)c1ccc(Cl)cc1	6	4	1	1	7	1	2	-1	7	3
CC(C)(C)OC(=O)N/N=C/c1ccc(Br)cc1	7	1	-3	1	-1	6	-2	-1	7	0
COc1cccc(CN2CCN(C(=O)c3cccc4ccccc34)CC2)c1	0	16	0	5	-1	18	-9	-4	1	5
CCCCc1ccc(-c2nc(-c3ccncc3)no2)cc1	-4	4	-1	3	-2	-2	3	0	0	0
O=C(NCCCN1CCCC1=O)c1nnc(Cc2c(F)cccc2Cl)o1	-2	-8	4	-3	-1	-2	-5	5	4	5
CCn1nnc(-c2ccccc2NC(=O)c2cc(OC)cc(OC)c2)n1	1	-12	-1	-4	2	7	1	-1	-1	-2
COC(=O)[C@H](CC(C)C)N(CCCc1cn(Cc2ccccc2)nn1)S(=O)(=O)c1ccccc1Br	-6	-9	5	-8	-2	-19	3	2	·	·
O=C(NC1=NCCS1)C1CCCCC1	-1	4	3	-3	-2	2	-2	-6	2	5
CC(C)(C)C(=O)Cn1c(=O)n(-c2ccc(F)cc2F)c(=O)c2sccc21	-4	-5	-3	1	1	5	-4	3	-4	7
CC(C)NC(=O)CCS(=O)(=O)c1cccc2nonc12	2	1	-2	5	-2	6	1	3	11	-2
O=C(CCC(=O)c1ccc(F)cc1)NC1CCCN(Cc2ccccc2F)C1 (stereo unspecified)	5	-4	4	1	-4	5	-7	-4	-2	4
Cc1ccccc1NC(=O)CSc1nc2n(n1)CCCCC2	2	0	2	-3	-4	4	4	6	5	5
CCOC(=O)C1=C(COC(=O)c2cccnc2SC)NC(=O)NC1C (stereo unspecified)	1	4	0	0	0	1	-5	-3	-2	-2
COc1ccc(N2C(=O)CC(NCc3ccc(F)cc3)C2=O)cc1 (stereo unspecified)	-3	5	-4	-1	66*	-15	3	-2	2	4
O=C(NCC(=O)N1CCN(Cc2ccccc2)CC1)c1ccc(Br)o1	-2	-6	2	-2	-8	-21	-2	6	-3	-1
CCN(CC)c1ccc(/C=N/Nc2nc3ccccc3[nH]2)c(O)c1	28*	31*	-5	1	0	-9	16	7	-3	17
COc1cc(C)c(Br)cc1S(=O)(=O)N1CCCC1	8	1	1	0	0	4	-5	-1	1	-4
CC1(C)CC(=O)C(C=NCCO)=C(O)C1	1	-1	-3	-7	-2	-2	2	4	-2	12
CC1(C)C2CCC1(C)C(NC(=O)/C=C/c1ccccc1)C2 (stereo unspecified)	-3	-8	-2	-5	-1	-4	-4	4	6	-15
Cc1ccc(-n2cc(-c3ccccc3)c3c(N4CCN(C)CC4)ncnc32)cc1	5	11	-8	-2	2	-19	-1	-11	-2	-5
Cn1c(SCC(=O)Nc2cc(S(=O)(=O)N3CCOCC3)ccc2N2CCOCC2)nnc1-c1ccncc1	2	2	0	2	-3	-5	-2	3	1	5
COC(=O)[C@]12C[C@H](CC(=O)NCc3ccc(OC)c(OC)c3)C(=O)N(CCc3ccc(OC)c(OC)c3)C1=C[C@H](C(C)C)O[C@@H]2C1CC1	-5	3	-2	3	1	3	2	7	·	·
O=C(/C=C/c1ccccc1)OCc1cncs1	-1	1	0	4	3	3	-4	-1	-1	5
COc1cc2c(cc1OC)C1=CC(=O)C(=O)N1C(C)(C)C2	-9	-38	1	1	4	-6	3	5	-27	-13
Cc1cccc(-n2cccc2)c1C#N	0	-4	0	0	0	0	4	-2	2	-3
O=[N+]([O-])c1ccccc1/C=C/C=N/n1c(-c2cc(-c3ccccc3)n[nH]2)n[nH]c1=S	-10	-2	3	2	-5	-2	12	-16	0	1
Cc1ccc(S(=O)(=O)Nc2ccc(C(=O)N3CCOCC3)cc2)cc1	-4	-1	-5	3	2	11	-1	-3	-5	3
CCCn1nnc(NC(=O)c2ccccc2Cl)n1	0	5	3	5	-1	7	-4	5	5	5

# (continued)
SMILES	SIAE primary	mABHD4 FP	LEDGF integ inh	MBD2 inh	PRMT1 FP inh	TDP2 inh	rCAG RNA binder	GC-B act	TCR CD3 inh	HTRA1 inh
COCCCNC(=O)CSc1nc2ccccc2c(=O)n1CCc1ccc(S(N)(=O)=O)cc1	-5	-2	1	-1	-3	8	-4	1	6	6
COC(=O)[C@]12CCCCC=C1N(Cc1ccco1)C(=O)[C@H](CC(=O)N1CCN(C(=O)c3ccco3)CC1)C2	1	-2	0	-5	4	5	9	5	-2	·
CN(C)CCCNCCCNC(=O)c1ccccn1	-9	-5	5	2	-2	7	1	1	6	1
COc1ccccc1NC(=O)c1ccc(CSc2ccccc2)o1	-7	-9	1	0	-1	-1	-1	1	5	-25
Cc1cccc(NC(=O)CSc2nc(N)c(NC(=O)c3cccs3)c(=O)[nH]2)c1C	6	0	-1	5	-4	7	1	-1	-1	1

# Gathered by group: those above with a nitro group on carbon
SMILES	SIAE primary	mABHD4 FP	LEDGF integ inh	MBD2 inh	PRMT1 FP inh	TDP2 inh	rCAG RNA binder	GC-B act	TCR CD3 inh	HTRA1 inh
O=C(Nc1ccc([N+](=O)[O-])cc1Cl)c1cccc([N+](=O)[O-])c1	-6	1	3	-1	-1	-7	1	3	4	6
O=[N+]([O-])c1ccccc1/C=C/C=N/n1c(-c2cc(-c3ccccc3)n[nH]2)n[nH]c1=S	-10	-2	3	2	-5	-2	12	-16	0	1
